S100A4 MyoIIA: S100A4-myosin IIA interaction inhibition | inhibition, % at 10.7 µM | 0.14% of 360,000 active | P26447 | S100A4/TAMRA-MyoIIA peptide fluorescence polarization;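 active = mean inhibition of at least 70% across replicates, with every replicate also reaching that level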
Target sequence (P26447 whole entry, looked up): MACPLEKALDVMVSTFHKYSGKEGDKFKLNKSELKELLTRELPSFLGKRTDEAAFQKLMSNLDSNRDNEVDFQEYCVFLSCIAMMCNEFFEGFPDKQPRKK
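Material: human S100A4 monomer with TAMRA-labelled myosin IIA peptide; buffer or medium: HEPES pH 7.2 with CaCl2, KCl, NaCl, DTT, Triton; compound dosing: one concentration per compound; schedule: 5 min incubation before reading; benchmarks: neutral control DMSO, positive control TFP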
FN deposit inh: fibronectin deposition inhibition; 0.086% of 350,000 active; inhibition, % at 12.6 µM; AH1F fibroblasts, Alexa488-fibronectin deposition fluorescence, overnight;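 active = mean inhibition across replicates of 30% or more, regardless of how many single replicates reach that level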;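 note: positive control wells lacked labelled fibronectin entirely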
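Assay system: AH1F fibroblasts / Quantity: 10000 cells per well / Medium: DMEM plus 2% serum, read in PBS / Reagent: labelled fibronectin 24 nM / Dosing: single dose, pinned / Times: 1 h cell attachment, overnight exposure to compound and label / Signal: fluorescence, ex 485 nm, em 525 nm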
esBAF inh: SWI/SNF esBAF complex inhibition | 2% of 350,000 active | reporter increase, % at 12.5 µM | mouse ES cells, Bmi1-luciferase knock-in reporter, 24 h; 100% = twice the neutral-well signal; in the data active = activation above about 40%;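 note: 0% = median of the plate's neutral control wells and 100% = double that signal; a rise in the Bmi1 reporter signal indicates esBAF inhibition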
Casp6 inh: inhibitors of human caspase-6; P55212; purified caspase-6, Z-VEID-R110 cleavage fluorescence; inhibition, % at 12.5 µM; 0.53% of 350,000 active; AID 686996;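 active = mean inhibition across replicates at least about 35%, with every replicate also reaching that limit, limit read from the data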;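 note: 0% = median of neutral control wells and 100% = no fluorescence left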
Target sequence (P55212 24-179 limits assumed): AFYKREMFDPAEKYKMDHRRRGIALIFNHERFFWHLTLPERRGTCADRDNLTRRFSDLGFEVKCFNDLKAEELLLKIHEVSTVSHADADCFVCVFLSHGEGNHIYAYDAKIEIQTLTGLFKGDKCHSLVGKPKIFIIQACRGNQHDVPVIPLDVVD
Target sequence (P55212 194-293 limits assumed): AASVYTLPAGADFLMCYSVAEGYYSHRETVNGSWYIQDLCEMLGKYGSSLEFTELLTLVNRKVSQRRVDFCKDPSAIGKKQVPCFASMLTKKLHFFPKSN
SIRT5 block: blocks human SIRT5 desuccinylation of peptide; inhibition, % at 15 µM; Q9NXA8; 1.1% of 330,000 active; Purified SirT5, succinyl-peptide AMC, trypsin-coupled fluorescence; in the data active = inhibition above about 15%
Target sequence (Q9NXA8 whole entry, looked up): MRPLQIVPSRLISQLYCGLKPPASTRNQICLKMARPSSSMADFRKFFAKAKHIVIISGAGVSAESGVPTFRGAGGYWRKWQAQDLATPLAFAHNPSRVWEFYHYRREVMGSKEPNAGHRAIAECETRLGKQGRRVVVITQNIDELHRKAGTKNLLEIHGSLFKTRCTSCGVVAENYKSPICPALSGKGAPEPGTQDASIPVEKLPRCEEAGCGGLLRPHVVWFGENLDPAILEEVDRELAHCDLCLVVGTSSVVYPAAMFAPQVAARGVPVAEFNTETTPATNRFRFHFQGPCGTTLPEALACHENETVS
C2C12 statin: suppression of simvastatin myotoxicity | 0.78% of 330,000 active | C2C12 myotubes + simvastatin, ATP luminescence, 48 h; scaled: DMSO 0, geranylgeraniol control 100 | rescue of ATP level, % at 7.49 µM;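 active = mean ATP rescue above about 67%, or every replicate alone reaching that limit, limit read from the data, passing the limit was not always enough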;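 note: myotubes were challenged with 10 µM simvastatin during compound exposure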
LGR2 inh: Drosophila LGR2 receptor signaling inhibition. HEK293 LGR2, CRE-luciferase, bursicon-stimulated, 4 h. inhibition, % at 9.99 µM. 0.35% of 380,000 active. AID 720647;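 active = drop in luminescence signal, shown as inhibition above about 50% in the replicate tests, limit read from the data, passing the limit was not always enough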;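 note: agonist challenge used bursicon conditioned medium at about half maximal strength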
* = called active by the depositor; / = not tested or not shown; & = joins results of further samples.

SMILES	S100A4 MyoIIA	FN deposit inh	esBAF inh	Casp6 inh	SIRT5 block	C2C12 statin	LGR2 inh
COC(=O)c1ccc(C(c2c(C)[nH][nH]c2=O)c2c(C)[nH][nH]c2=O)cc1	-1.2	-3.0	-2.7	2.0	-5.8	0.5	8.0
Cc1ccc(C)c(C(=O)CCC(=O)N2CCN(c3ncccn3)CC2)c1	-8.2	-0.2	-1.2	-0.8	-1.0	8.4	1.1
CCN1CCN(Cc2ccc(NC(=O)c3cc(NC(=O)c4cncc(-c5ccc(C#N)cc5)c4)cc(OC)c3)cc2C(F)(F)F)CC1	-2.6	10.3	-14.0&-16.7	-4.9	/	-5.1&1.5	9.8
CN(C)C(=O)C[C@H]1C=C[C@@H](NS(=O)(=O)c2ccccc2)[C@@H](CO)O1	2.2	1.8	-2.7	0.4	1.9	6.7	-8.7
Cc1ccc(S(=O)(=O)NC(=O)C2(C)CCN2C(=O)C2(c3ccc(Cl)cc3)CCC2)nc1 (configuration not stated)	-0.7	14.9	-11.7	-1.3	0.8	-1.4	8.0
CCCCn1c(N)c(N(C)C(=O)c2ccc(-n3cccn3)cc2)c(=O)[nH]c1=O	0.2	1.5	1.9	0.2	0.7	-2.2	3.3
CCOC(=O)C1=NNC2(CC(=O)N(c3cccc(C)c3)C2=O)C1 (configuration not stated)	-5.1	6.7	/	0.9	-1.3	/	-9.6
CC(=O)c1cccc(NS(=O)(=O)c2ccc3c(c2)N(C(C)=O)CCO3)c1	3.1	7.9	6.7	-1.0	-3.9	3.9	2.2
CC(C)(C)c1ccc(C(=O)O/N=C(\N)c2ccccn2)cc1	-2.8	-3.0	-80.2	-6.0	-2.2	-9.9	101.8*
COc1ccc(Cl)cc1N=Cc1c(O)cc(C)oc1=O	/	-3.7	-2.5	/	/	8.8	/
C/C(=N\Nc1c(F)c(F)c(Br)c(F)c1F)c1ccncc1	47.3	14.6	-2.9	0.5	-5.9	-11.3	-9.5
Cc1ccc(OCC(=O)Nc2ccccc2C(=O)N2CCCC2)cc1	0.0	-3.1	/	-0.1	-0.1	/	-11.9
O=C(NCc1ccccc1)C(=O)NCC1OCCN1S(=O)(=O)c1ccc([N+](=O)[O-])cc1 (configuration not stated)	1.7	3.8	-2.0	0.6	1.1	8.1	-2.3
CCOc1ccc(/C=C2\SC(=S)N(CCC(=O)Nc3ccccc3C(=O)O)C2=O)cc1	-1.3	0.8	-1.2	2.1	-1.0	7.4	10.0
Cc1ccn2c(C(=O)NNC(=O)Nc3ccc(Cl)cc3)c(C)nc2c1	-2.9	/	-0.5	2.8	-1.5	3.7	22.4
CO[C@@H]1CN(C)C(=O)c2cc(NC(=O)C3CC3)ccc2OC[C@@H](C)N(Cc2cncnc2)C[C@H]1C	15.8	-18.8	-2.0	0.1	-6.1	-3.1	6.0
C[C@H]1CCCCO[C@H](CN(C)Cc2ccc(C(=O)O)cc2)[C@@H](C)CN([C@@H](C)CO)C(=O)c2cc(NC(=O)Nc3ccc4c(c3)OCO4)ccc2O1	-2.4	/	-3.2	-1.7	0.7	/	9.7
Cc1csc(NC(=O)c2cc(C)nc3ccccc23)n1	2.2	-8.8	/	5.0	-9.0	/	16.8
O=C1NC[C@H](CCCCN2C[C@H](Cc3ccc(O)cc3)N(Cc3ccccc3)C(=O)C2=O)N(Cc2ccccc2)C1=O	-1.0	0.2	/	-0.7	/	/	-18.7
COC(c1ccc(Cl)cc1)(c1ccc(Cl)cc1)C(Oc1nccc(C)n1)C(=O)O (configuration not stated)	-1.9	-4.5	7.1	14.9	0.3	0.8	2.3
Clc1cccc(CN2CCCCCCC2)c1Cl	0.5	-0.8	-8.7	-10.8	1.7	1.3	10.6
CCS(=O)(=O)c1ccc2oc(SCC(=O)c3c(N)n(C4CC4)c(=O)[nH]c3=O)nc2c1	11.8	-4.9	-2.2	0.7	-2.8	-5.2	10.5
CCN(CC)CCN(C(=O)/C=C/c1cccs1)c1nc2ccc(Cl)cc2s1	-3.7	-0.8	3.2	-3.1	-2.3	3.9	-1.8
COc1ccc(OC)c2[nH]c(=O)c(CCNC(C)=O)cc12	-1.3	/	-1.8	1.2	-0.2	-8.3	-3.1
O=C(Nc1ccccc1)N1CCCCN2[C@@H](CO)[C@H](c3ccc(Br)cc3)[C@@H]2C1	-0.3	/	1.9	2.3	-1.3	12.1	-2.5
COc1ccc(C)cc1NC(=O)C(OC(=O)CNC(=O)c1ccc(Br)cc1)c1ccccc1 (configuration not stated)	-3.8	0.5	/	2.3	-0.5	/	/
Cc1noc(C)c1NC(=O)N(C)C[C@H]1Oc2ccc(NC(=O)Nc3cccc4ccccc34)cc2C(=O)N([C@H](C)CO)C[C@H]1C	2.6	/	-0.7	0.0	-0.4	1.6	-10.4
CO[C@@H]1CN(C)C(=O)c2cc(NC(=O)C3CC3)ccc2OC[C@@H](C)N(C(=O)C2CCCCC2)C[C@H]1C	-33.6	-21.7	4.4	/	1.3	8.2	-0.1
CNC(=O)C[C@H]1CC[C@H]2[C@H](COc3ccc(NC(=O)Nc4cccc(Cl)c4)cc3C(=O)N2C)O1	2.5	-6.0	-2.5	1.7	-4.1	8.8	-1.6
Cc1cc(C)n(CCCNC(=O)CN(C)S(=O)(=O)c2ccc(Cl)cc2)n1	-9.9	3.1	-1.7	0.9	-0.7	1.8	2.6
C[C@H](O)[C@@H]1C(=O)N2CCc3ccc(N4CCN(C)CC4)cc3[C@@H]2C[C@@H]1N(C)C(=O)c1ccco1	-4.6	-1.2	6.7	-6.6	-3.7	-3.4	-9.7
Cc1cc(=O)n2[nH]c(-c3ccccc3)cc2n1	/	7.3	28.2	/	/	-17.9	/
COc1ccccc1[C@@H]1C(c2ccccc2)=NN(c2ccccc2)[C@H]1C(=O)N1CCOC1=O	7.7	/	5.7	-0.4	-3.1	-17.5	10.3
O=C(Nc1ccccc1)c1ccc(N2CCN(c3ccccc3)CC2)c(S(=O)(=O)N2CCOCC2)c1	/	4.1	6.4	/	/	4.4	/
C[C@@H]1CCCCO[C@@H](CN(C)S(=O)(=O)c2ccc(Cl)cc2)[C@@H](C)CN([C@@H](C)CO)C(=O)c2cc(NC(=O)c3ccccc3)ccc2O1	9.2	/	4.3	-4.0	-6.2	/	-17.8
CCC(=O)N1CCN(c2cc3c(cc2F)c(=O)c(C(=O)O)cn3CC)CC1	1.1	-2.4	-3.5	-2.2	-7.3	4.4	1.7
N#Cc1ccc(C(=O)Nc2nc(SCc3ccc(Cl)cc3)n[nH]2)cc1	1.2	/	/	0.3	0.9	/	-10.3
CCOc1cc(-c2cn(S(=O)(=O)c3cccc4nsnc34)nc2N)cc(OCC)c1OCC	/	-1.4	2.6	/	/	12.6	-6.7
Cc1ccc2c(cnn2C(=O)CCC(=O)N2CCCCC2)c1	3.2	0.8	-5.2	-2.9	1.1	-4.2	-23.9
Cc1ccccc1NC(=S)N1CCN(c2ccccc2C)CC1	-3.7	-3.9	-12.8	1.7	-10.5	3.7	0.0
COC(=O)C1=C(C)NC2=C(C(=O)CCC2)C1c1cn(Cc2ccc(Cl)cc2Cl)nc1-c1ccccc1 (configuration not stated)	/	0.5	11.3	/	/	-11.3	/
CC(=O)Nc1ccc(S(=O)(=O)N2CCN(S(=O)(=O)N3CCOCC3)CC2)cc1	-3.1	0.8	2.2	-1.3	-2.4	0.2	-5.1
O=[N+]([O-])c1cccc(C=NN=C2c3ccccc3-c3ccccc32)c1	-4.3	1.9	/	-3.5	-5.5	/	-24.0
Cc1ccc(S(=O)(=O)Nc2ccc3c(c2)C(=O)N([C@H](C)CO)C[C@@H](C)[C@@H](CN(C)S(=O)(=O)c2cccs2)OCCCC[C@H](C)O3)cc1	-41.0	-7.6	-1.4	1.9	10.0	/	0.4
COc1cccc(CNC(=O)C2CCN(S(=O)(=O)N3CC(C)CC(C)C3)CC2)c1 (configuration not stated)	0.0	-1.1	-1.6	-0.3	/	3.8	-8.3
Cc1cc2oc(=O)cc(CN3CCCCC3C)c2cc1C (configuration not stated)	-1.3	-2.1	2.4	2.5	0.4	3.4	7.0
CCOc1ccc(N(CC(=O)NCCSCc2ccccc2Cl)S(C)(=O)=O)cc1	3.9	-1.2	-7.4	1.1	0.8	2.8	-2.7
Cc1oc2ccccc2c1CC(=O)NCCCN(C)C	-0.1	8.0	-5.6	2.1	-3.6	20.9	3.3
CN1c2ccc(C#Cc3cccnc3)cc2[C@@H]2[C@@H](CCN2C(=O)C2CCC2)[C@@H]1CO	-9.2	11.7	/	-0.8	6.6	/	-4.7
CCN1CCc2c(sc(NC(=O)c3ccc(S(=O)(=O)N(C)CC4CCCO4)cc3)c2C(N)=O)C1 (configuration not stated)	2.0	1.2	-7.1	-4.0	24.4*	-2.1	0.2

New compounds follow.
SMILES	S100A4 MyoIIA	FN deposit inh	esBAF inh	Casp6 inh	SIRT5 block	C2C12 statin	LGR2 inh
CCOC(=O)C1CC(C)=C(C)CC1C(=O)O (configuration not stated)	1.1	-6.8	5.8	3.6	-2.5	-3.3	2.5
CCCn1cc(C(=O)N(C)C2CCCN(Cc3ccccc3F)C2)c(C)n1 (configuration not stated)	-1.2	-2.3	2.3	0.9	-1.1	-5.0	6.3
Cc1cccc(C(=O)c2c(N)sc3c2CCC(C)C3)c1 (configuration not stated)	-4.1	-7.2	/	2.5	-3.7	/	/
CCOC(=O)c1cnn(Cc2cccc(Cl)c2)c1C	-0.8	-11.1	/	0.8	-3.6	/	10.1
Cc1c(C(=O)N/N=C/c2cccs2)nnn1-c1nonc1N	-1.4	-16.2	21.9	0.4	4.8	2.6	-14.9
CO[C@H]1CN(C)C(=O)c2cc(NS(=O)(=O)c3cn(C)cn3)ccc2OC[C@H](C)NC[C@H]1C	9.2	-1.3	/	0.1	-1.1	/	18.1
Cn1c(=O)c2[nH]c(SCc3cccnc3)nc2n(C)c1=S	4.2	/	-2.4	1.6	/	-0.6	23.1
CNC[C@@H]1Oc2c(NC(=O)Nc3ccc(OC)cc3)cccc2C(=O)N([C@H](C)CO)C[C@H]1C	-14.4	-17.5	-0.9	-0.9	1.6	-1.0	7.6
C[C@@H]1CN([C@H](C)CO)C(=O)c2cc(NC(=O)Cc3ccccc3)ccc2O[C@@H](C)CCCCO[C@H]1CN(C)C(=O)Nc1ccc(F)cc1	1.1	/	6.0	-0.2	3.3	38.1	8.3
c1ccc(SCc2nc(-c3ccncc3)no2)cc1	-2.0	/	14.5	1.4	4.0	-2.6	-26.0

A different layout for part of the listing above:
Second line of a record – S100A4 MyoIIA	FN deposit inh	esBAF inh	Casp6 inh	SIRT5 block	C2C12 statin	LGR2 inh
Cc1c(C(=O)N/N=C/c2cccs2)nnn1-c1nonc1N
    -1.4	-16.2	21.9	0.4	4.8	2.6	-14.9
CO[C@H]1CN(C)C(=O)c2cc(NS(=O)(=O)c3cn(C)cn3)ccc2OC[C@H](C)NC[C@H]1C
    9.2	-1.3	/	0.1	-1.1	/	18.1
Cn1c(=O)c2[nH]c(SCc3cccnc3)nc2n(C)c1=S
    4.2	/	-2.4	1.6	/	-0.6	23.1
CNC[C@@H]1Oc2c(NC(=O)Nc3ccc(OC)cc3)cccc2C(=O)N([C@H](C)CO)C[C@H]1C
    -14.4	-17.5	-0.9	-0.9	1.6	-1.0	7.6

Next section
SMILES	S100A4 MyoIIA	FN deposit inh	esBAF inh	Casp6 inh	SIRT5 block	C2C12 statin	LGR2 inh
COC(=O)CS(=O)(=O)c1cc(Br)cc2c1N(C(C)=O)CC2	/	/	-6.6	/	/	-13.8	10.1
O=C1CCC(C(=O)OCc2cc(=O)oc3ccc4ccccc4c23)=NN1	0.0	7.8	/	0.1	-4.4	/	2.6
COc1ccccc1CCNC(=O)/C(=C/c1cccnc1)NC(=O)c1ccccc1	-3.2	2.4	-4.6	-2.4	-5.0	4.1	-9.2
NC(=O)c1cccc(Nc2nc(C(N)CCc3ccccc3)cs2)n1 (configuration not stated)	15.3	11.7	4.2	4.4	6.3	-38.7	-22.8
COc1cc(OC)cc(C(=O)N[C@H](C(=O)OCC(=O)c2c[nH]c3ccccc23)C(C)C)c1	-3.4	13.9	6.8	-2.5	-3.4	11.7	-17.7

From PubChem BioAssay

Only part of the results is shown; rates above refer to the full screens.
